# Source: PubChem (National Center for Advancing Translational Sciences (NCATS))
# GLP1R ag – agonists of human GLP-1 receptor; hit rate 0.007% among 380,000; Potency, µM (titrated, usually from 45.6 µM), for inactives: at the top dose activation, usual class: activators; AID 624172; HEK293 GLP-1R CRE-luciferase, luminescence, 4-6 h; cells express a hypersensitive GLP-1R form; P43220; also: % of control where 0% means no effect
# Target sequence (P43220 whole entry, looked up): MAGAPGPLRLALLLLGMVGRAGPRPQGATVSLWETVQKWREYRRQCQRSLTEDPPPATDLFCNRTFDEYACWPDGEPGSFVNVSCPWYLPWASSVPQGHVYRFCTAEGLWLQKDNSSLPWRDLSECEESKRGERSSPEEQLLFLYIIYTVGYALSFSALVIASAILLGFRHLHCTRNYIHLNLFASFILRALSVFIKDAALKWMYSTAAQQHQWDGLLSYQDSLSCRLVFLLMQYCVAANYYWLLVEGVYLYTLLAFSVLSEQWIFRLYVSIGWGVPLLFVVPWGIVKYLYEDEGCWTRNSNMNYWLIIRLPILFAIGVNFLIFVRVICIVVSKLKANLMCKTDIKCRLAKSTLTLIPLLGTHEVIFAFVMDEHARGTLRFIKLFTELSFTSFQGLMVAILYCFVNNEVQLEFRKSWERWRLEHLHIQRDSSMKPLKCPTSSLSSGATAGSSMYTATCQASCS
# GLP1R cytotox – cytotoxicity counter-screen for GLP-1 receptor inverse agonists. HEK293 cAMP-luciferase reporter cells, luminescence, 24 h. Potency, µM (highest dose often 38.3 µM), for the others: top-dose activity change, negative = inhibition, hits mostly inhibitors. hit rate 0.13% among 410,000. AID 624418;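 also: loss of luciferase light is scored as toxicity; % is scaled to controls: 0 for no effect and ±100 for the full control effect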
#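 Quantitative HTS format, 1536 wells, 200 cells/uL seeded. Compounds: 23 nL, 24 h, 37 °C. Detection: luciferase reagent, luminescence at 12 min RT; decreased signal taken as cytotoxic.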
# HT1080 IDH1KD tx – toxicity to HT-1080 IDH1 knockdown cells (counter line); Potency, µM (top dose mostly 46.1 µM), inactives show top-dose activity, negative = toxicity, most hits filed as cytotoxic; hit rate 2% among 360,000; HT-1080 IDH1 knockdown viability, ATP luminescence, 48 h;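 also: 0% = DMSO wells and -100% = cell-free medium wells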
#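 After a 2 h attachment period, IDH1KD HT-1080 cells took pin-transferred compound for 48 h at 37 °C; ATP-based luminescence after 10 min room-temperature reagent incubation reported viability.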
# TDP43 rescue – TDP-43 toxicity inhibition in yeast; TDP-43 expressing yeast growth rescue, BacTiter-Glo, 24 h; Potency, µM (titrated, usually from 46.1 µM), for the others: at the highest dose growth rescue (activation), most hits filed as activators; hit rate 1.8% among 410,000; AID 652104; also: % of control where 0% means no effect; nearly all actives have a fitted effect of over 50% in size
#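 Galactose-induced TDP-43 yeast, OD600=0.02, compound pinned; 24 hr, 30 deg C; BacTiter-Glo luminescence for growth. Inhibitors of TDP-43 toxicity read as activators.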
# SW480 rerep – DNA re-replication induction in SW480 cells | SW480 DNA re-replication, Hoechst DNA content imaging, 48 h | Potency, µM (series often up to 46.1 µM), inactives show top-dose re-replication activation, hits mostly activators | hit rate 1.8% among 340,000 | AID 624297; also: % of control where 0% means no effect; nearly all actives have a fitted effect of over 55% in size
#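 Image-based DNA-content assay: after two days of treatment, nuclei were labelled with the DNA dye Hoechst and imaged, and hits were compounds raising the count of nuclei showing high fluorescence intensity.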
# KB-3-1 tox – kills parental KB-3-1 adenocarcinoma cells. KB-3-1 viability, CellTiter-Glo ATP luminescence, 72 h. Potency, µM (highest dose often 46.1 µM), inactives show at the highest dose activity change, negative = cytotoxic, most hits filed as cytotoxic. hit rate 1.4% among 400,000; also: % is scaled to controls: 0 for no effect and ±100 for the full control effect; nearly all actives have a fitted effect of over 60% in size
#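 Using CellTiter-Glo luminescence, growth of non-resistant KB-3-1 adenocarcinoma cells is assessed 72 h after pin-tool compound addition at 37 °C. Normalized responses across the concentration series yield fitted curves.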
# HT1080-NT tox – kills 2HG-producing HT-1080-NT fibrosarcoma cells; hit rate 1.6% among 360,000; Potency, µM (doses to about 46.1 µM), for the others: top-dose activity, negative = less viability, actives largely listed as cytotoxic; HT-1080-NT fibrosarcoma viability, CellTiter-Glo ATP luminescence, 48 h;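 also: NT is the 2HG producing partner of a matched IDH1 knockdown line; 0% = DMSO-treated cells and -100% = media-only wells without cells; nearly all actives have a fitted effect of over 55% in size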
#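 Compounds were tested in concentration-response format on HT-1080-NT cells for 48 hours at 37 degrees C. Cell viability came from CellTiter-Glo luminescence; curves were classified by r2, response magnitude and activity.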
# KB-V1 MDR tox – kills drug-selected multidrug resistant KB-V1 cells. hit rate 3.4% among 400,000. KB-V1 MDR cells viability, CellTiter-Glo, 72 h. AID 1347076. Potency, µM (titrated, usually from 46.1 µM), inactives show at the highest dose activity change, negative = cytotoxicity, usual class: cytotoxic; also: % is scaled to controls: 0 for no effect and ±100 for the full control effect; nearly all actives have a fitted effect of over 60% in size
#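 qHTS viability screen in drug-selected KB-V1 MDR cells: 72 h compound treatment at 37 degrees C, ATP luminescence end point.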
# GLP1R inv ag – GLP-1 receptor (human) inverse agonism; HEK293 GLP-1R CRE-luciferase, luminescence, 24 h; GLP-1R form is constitutively active; Potency, µM (highest dose often 38.3 µM), for inactives: at the top dose activity change, negative = inhibition, most hits filed as inhibitors; hit rate 1.6% among 410,000; P43220; also: % is scaled to controls: 0 for no effect and ±100 for the full control effect; nearly all actives have a fitted effect of over 55% in size
#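 Stable HEK293 clone (constitutively active GLP-1R + cAMP-response luciferase); 200 cells/uL plated, 12 h pre-culture, compound 24 hr, 37 deg C/5% CO2; detection reagent 12 min RT; luminescence.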
# The depositor's hits bear a star; ? = inconclusive; · = not tested or not shown; & = joins results of further samples; [ ] = dose if it differs, or a comment. Calls follow the shape of the dose curve; as a rule, active = well fitted curve in the direction sought with a large enough effect; inconclusive = small, poorly fitted or top-dose-only effect, or another doubt; inactive = no such curve, though single readings can be large; an effect the other way counts as inactive or inconclusive. Potency is read from the fitted curve at half-maximal effect. Hits appear at their usual frequency. About 9.4% of those tested had a hit in this group.
1: CC(=O)c1ccc2noc(-c3ccc(C)cc3)c2c1
2: CC1=C(Cl)C2=NS(=O)(=O)CCN2C=C1Cl
3: CC(C)c1cccc(C(C)C)c1NC(=O)CNCC(O)c1ccccc1 (stereo not given)
4: C[C@@H]1CN([C@@H](C)CO)S(=O)(=O)c2ccc(Br)cc2O[C@H]1CN(C)C(=O)CN(C)C
5: COc1ccc(N(C(=O)c2ccc3c(c2)OCO3)C2C=CS(=O)(=O)C2)c(OC)c1 (stereo not given)
6: Nc1ccc(S(=O)(=O)Nc2nccc(/C=C/c3cccc([N+](=O)[O-])c3)n2)cc1
7: COC(=O)[C@H](C)[C@@H]1C[C@@]1(C)[C@@H](NC(=O)OCc1ccccc1)c1ccccc1
8: CC1(C(=O)Nc2ccc3c(c2)OCCO3)CCC(=O)N1C1CC1 (stereo not given)
9: Cc1cccc(OCC(=O)Nc2ccccc2N2CCN(C)CC2)c1
10: O=C(NC(=S)Nc1ccc2oc(-c3cccnc3)nc2c1)c1cccc(Cl)c1
assay / entry	1	2	3	4	5	6	7	8	9	10
HT1080 IDH1KD tx	13%	1%	15%	-2%	16%	-1%	-1%	6%	-16%	-1%
GLP1R inv ag	19%	2%	1%	17%	5%	28%	?	16%	?	-10%
TDP43 rescue	25%	-7%	0%	-4%	-15%	0%	16%	9%	-9%	-7%
KB-3-1 tox	-19%	-5%	-11%	-7%	7%	-3%	0%	0%	4%	-14%
SW480 rerep	9%	1%	-15%	·	27%	·	8%	·	5%	-2%
GLP1R cytotox	-12%	-2%	1%	16%	-9%	4%	11%	-1%	17%	18%
GLP1R ag	-5%	-1%	-1%	-5%	13%	-4%	2%	-1%	8%	6%
HT1080-NT tox	0%	-8%	-1%	0%	6%	5%	-4%	?	-16%	-5%
KB-V1 MDR tox	-2%	-9%	2%	-11%	?	53%	0%	-5%	?	-20%

# Overlap with the part before: 2 entries; new compounds follow.
9: Cc1cccc(OCC(=O)Nc2ccccc2N2CCN(C)CC2)c1
10: O=C(NC(=S)Nc1ccc2oc(-c3cccnc3)nc2c1)c1cccc(Cl)c1
11: CCN(CC)Cc1c(C(=O)N/N=C/c2cccc(OCc3cccc(Cl)c3)c2)nnn1-c1nonc1N
12: O=C(NCc1nnc(SCC(=O)N2CCCCCC2)o1)c1ccco1
13: CN1CCN(C(=O)c2cnn(-c3cccc(Cl)c3)c2C2CCN(C(=O)OC(C)(C)C)CC2)CC1
14: Nc1nonc1/C(=N/O)N1CCCC1
15: Cc1cc(N2C(=O)c3ccc(C(=O)NCc4ccccc4)cc3C2=O)no1
16: Cc1ccc(NC(=O)CCOc2ccccc2C)cc1C
17: Cn1cnc([N+](=O)[O-])c1Nc1cccc(O)c1
18: Cc1ccccc1CN1C(=O)c2ccccc2S1(=O)=O
19: CCOC(=O)C1C(c2cc(OC)c(O)c(OC)c2)NC(=S)NC1(O)C(F)(F)F (stereo not given)
20: CCOC(=O)C1CCN(C(=O)COc2ccc(S(=O)(=O)N3CCOCC3)cc2C)CC1
assay / entry	9	10	11	12	13	14	15	16	17	18	19	20
HT1080 IDH1KD tx	-16%	-1%	2%	2%	·	3%	-26%	-22%	8%	-5%	17%	8%
GLP1R inv ag	?	-10%	-6%	8%	10%	4%	4%	?	3%	?	9%	9%
TDP43 rescue	-9%	-7%	6%	-19%	17%	7%	-22%	12%	4%	14%	6%	-7%
KB-3-1 tox	4%	-14%	4%	0%	0%	-3%	5%	-7%	8%	22%	18%	4%
SW480 rerep	5%	-2%	2%	-4%	·	-2%	-3%	5%	-4%	-7%	?	0%
GLP1R cytotox	17%	18%	-3%	-8%	2%	-11%	8%	-16%	-21%	-1%	-1%	15%
GLP1R ag	8%	6%	-8%	-1%	·	-6%	-6%	15%	-2%	23%	1%	12%
HT1080-NT tox	-16%	-5%	2%	-5%	·	9%	6%	4%	5%	0%	10%	0%
KB-V1 MDR tox	?	-20%	21%	1%	10%	9%	2%	?	7%	-6%	2%	0%

21: S=C(NCCN(C1CCCCC1)C1CCCC1)Nc1cccc(Cl)c1
22: Cc1ccccc1C(=O)N1CCc2c([nH]c3ccccc23)C1C(F)(F)F (stereo not given)
23: Cc1ccc(NC(=O)NCCc2ccc(S(N)(=O)=O)cc2)cc1
24: CCOC(=O)c1cc(=O)c2ccc(OCC(=O)Nc3ccccc3)cc2o1
25: C=CCc1ccc(OCCCN2CCCC(C)C2)c(OC)c1 (stereo not given)
26: CCc1cccc(CC)c1NC(=S)NCCc1ccc(O)c(O)c1
27: Cc1cc(C)cc(NC(=O)C2CC3CCC2C3)c1 (stereo not given)
28: COC(=O)C1=C(COc2ccccc2)NC(=O)NC1c1ccc(Cl)cc1 (stereo not given)
29: CC(C)C[C@H]1CN=C(Nc2ccccc2)N1CCCC1CCCC1
30: COc1cccc(N2CCN(S(=O)(=O)c3ccc(CN4C(=O)c5cccnc5C4=O)cc3)CC2)c1
assay / entry	21	22	23	24	25	26	27	28	29	30
HT1080 IDH1KD tx	16µM*	?	0%	3%	-13%	-8%	6%	-2%	-27%	15%
GLP1R inv ag	?	?	-12%	-8%	0%	?	?	?	?	-5%
TDP43 rescue	1%	22µM*	3%	-9%	?	17%	16%	13%	-18%	0%
KB-3-1 tox	?	-18%	7%	9%	-16%	3%	-6%	6%	?	15%
SW480 rerep	?	-3%	-8%	1%	?	-4%	-7%	-3%	?	12%
GLP1R cytotox	?	2%	21%	4%	0%	-13%	-4%	4%	-15%	4%
GLP1R ag	0%	0%	3%	8%	-8%	-3%	0%	18%	5%	-3%
HT1080-NT tox	16µM*	?	-5%	4%	5%	-1%	8%	-3%	?	4%
KB-V1 MDR tox	?	-6%	-10%	5%	?	?	-26%	-4%	?	17%

31: Clc1ccccc1Oc1cnc2ccccc2n1
32: O=C(Nc1ccon1)c1csc2c1CCCC2
33: Cc1ccc(/C(N)=N/OC(=O)CCc2ccccc2)cc1
34: Cc1ccc(S(=O)(=O)N2CCC(C(=O)N3CCN(c4ccccn4)CC3)CC2)cc1
35: Cc1cc(C)cc(OCCCCCNCCO)c1
36: CCOC(=O)C1CCN(C(=O)CN2C(=O)c3ccccc3Sc3ncccc32)CC1
37: Cc1ccc(-c2nnc(Nc3ccc(C(N)=O)cc3)c3ccccc23)cc1S(=O)(=O)N1CCCCC1
38: C/C=C/c1cc(OC)c2c(c1)[C@H](C)[C@@H](c1ccc(O)c(OC)c1)O2
39: Cc1ccc(Cl)cc1N1CCN(C(=O)c2cc3c(=O)n(C)c4ccccc4c3s2)CC1
40: CCOC(=O)N1CCC(Nc2c(-c3ccc(C)cc3)c(=O)c2=O)CC1
assay / entry	31	32	33	34	35	36	37	38	39	40
HT1080 IDH1KD tx	-5%	-3%	8%	10%	-22%	6%	·	1%	·	12%
GLP1R inv ag	?	5%	24%	-6%	?	11%	-9%	?	5%	2%
TDP43 rescue	13%	18%	15%	16%	-5%	0%	2%	28%	5%	3%
KB-3-1 tox	-3%	4%	20%	·	-11%	-2%	-13%	0%	7%	7%
SW480 rerep	-4%	0%	8%	1%	-5%	0%	·	?	·	-3%
GLP1R cytotox	19%	0%	16%	0%	-7%	2%	1%	3%	1%	-16%
GLP1R ag	14%	12%	-3%	-3%	-10%	4%	·	16%	·	-1%
HT1080-NT tox	-3%	2%[9.24 µM]	9%	7%	?	7%	·	7%	·	4%
KB-V1 MDR tox	-10%	-1%	-4%	·	0%	-3%	-12%	?	0%	-6%

# An excerpt from above in order of length of the SMILES, high to low:
37: Cc1ccc(-c2nnc(Nc3ccc(C(N)=O)cc3)c3ccccc23)cc1S(=O)(=O)N1CCCCC1
30: COc1cccc(N2CCN(S(=O)(=O)c3ccc(CN4C(=O)c5cccnc5C4=O)cc3)CC2)c1
39: Cc1ccc(Cl)cc1N1CCN(C(=O)c2cc3c(=O)n(C)c4ccccc4c3s2)CC1
34: Cc1ccc(S(=O)(=O)N2CCC(C(=O)N3CCN(c4ccccn4)CC3)CC2)cc1
36: CCOC(=O)C1CCN(C(=O)CN2C(=O)c3ccccc3Sc3ncccc32)CC1
40: CCOC(=O)N1CCC(Nc2c(-c3ccc(C)cc3)c(=O)c2=O)CC1
33: Cc1ccc(/C(N)=N/OC(=O)CCc2ccccc2)cc1
32: O=C(Nc1ccon1)c1csc2c1CCCC2
31: Clc1ccccc1Oc1cnc2ccccc2n1
assay / entry	37	30	39	34	36	40	33	32	31
HT1080 IDH1KD tx	·	15%	·	10%	6%	12%	8%	-3%	-5%
GLP1R inv ag	-9%	-5%	5%	-6%	11%	2%	24%	5%	?
TDP43 rescue	2%	0%	5%	16%	0%	3%	15%	18%	13%
KB-3-1 tox	-13%	15%	7%	·	-2%	7%	20%	4%	-3%
SW480 rerep	·	12%	·	1%	0%	-3%	8%	0%	-4%
GLP1R cytotox	1%	4%	1%	0%	2%	-16%	16%	0%	19%
GLP1R ag	·	-3%	·	-3%	4%	-1%	-3%	12%	14%
HT1080-NT tox	·	4%	·	7%	7%	4%	9%	2%[9.24 µM]	-3%
KB-V1 MDR tox	-12%	17%	0%	·	-3%	-6%	-4%	-1%	-10%

# (further entries)
41: COc1cccc2sc(Nc3nnc(-c4ccc(F)cc4)o3)nc12
42: COc1cccc(-c2cc(C(=O)Nc3cc(C)nn3-c3ccccc3)no2)c1
43: CCOC(=O)C1=C(COC(=O)CCOc2cc(C)ccc2C)NC(=O)NC1C (stereo not given)
44: Cc1ccccc1OCC(=O)OCC(=O)NC12CC3CC(CC(C3)C1)C2
assay / entry	41	42	43	44
HT1080 IDH1KD tx	-24%	11%	2%	7%
GLP1R inv ag	?	1%&3%	-12%	8%
TDP43 rescue	7%	22%&-10%	-2%	-1%
KB-3-1 tox	-12%	18%&8%	11%	5%
SW480 rerep	?	-1%	-6%	·
GLP1R cytotox	?	-1%&7%	5%	-5%
GLP1R ag	-1%	-4%	17%	-2%
HT1080-NT tox	-7%	15%	-1%	-1%
KB-V1 MDR tox	-35%	22%&4%	24%	17%
